# Bioassay records as filed in PubChem.
# SUMO1-SIM PPI = SUMO1-SIM interaction modulation. SUMO1 binding to a labelled peptide, TR-FRET, 1 h. inhibition, % at 20 µM. 360,000 tested, 0.33% active. AID 602429; in the data active means inhibition above about 37%
# Target sequence (P63165 whole entry, looked up): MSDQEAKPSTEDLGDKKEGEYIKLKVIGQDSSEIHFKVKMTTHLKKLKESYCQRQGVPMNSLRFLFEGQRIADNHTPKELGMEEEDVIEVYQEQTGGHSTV
# DNMT1 block = inhibitors of human DNMT1; P26358; DNMT1 molecular beacon, Hinp1I cleavage, fluorescence; inhibition (reported as % activation of signal), % at 10 µM; 360,000 tested, 0.83% active; AID 588458; in the data active means inhibition above about 50%
# LMPTP inh = blocks human LMPTP phosphatase | 360,000 tested, 0.22% active | recombinant LMPTP-A, OMFP fluorogenic substrate, fluorescence intensity | P24666 | inhibition, % at 20 µM;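 active means compounds that cut the enzyme signal by at least half of the control window in the single-dose screen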;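 further: plate controls were DMSO wells with enzyme plus substrate for no effect and substrate without enzyme for full effect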
# Target sequence (P24666 whole entry, looked up): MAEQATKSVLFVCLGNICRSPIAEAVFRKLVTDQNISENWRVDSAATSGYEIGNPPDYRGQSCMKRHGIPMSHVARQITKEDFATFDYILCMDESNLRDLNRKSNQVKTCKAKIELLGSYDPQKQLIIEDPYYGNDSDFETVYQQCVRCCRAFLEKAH
#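 test system = LMPTP-A | amount = 0.625 nM LMPTP-A final | reagent = fluorogenic phosphatase substrate OMFP at 400 µM final | incubation = 50 min at room temperature | benchmarks = no-enzyme low control, uninhibited high control | medium = Bis-Tris pH 6.0, DTT, detergent | signal = fluorescence intensity of OMFP turnover product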
# Neddylation inh = inhibitors of human cullin neddylation; TR-FRET cullin neddylation, biochemical; calls only at 25 µM; 360,000 tested, 0.58% active; AID 651699; in the data active means inhibition above about 36%
# TbMetRS inhib = blocks T. brucei methionyl-tRNA synthetase activity; inhibition, % at 11.9 µM; 360,000 tested, 0.4% active; purified T. brucei MetRS, ATP depletion, Kinase-Glo luminescence;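 active means inhibition above a per-plate cutoff of the control wells' mean inhibition plus 3 SD, cut at about 5.5% in these data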;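 further: 0% = DMSO wells median and 100% = median of wells with control inhibitor compound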
#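 assay system = parasite MetRS enzyme | timing = 15 min preincubation, 2 h reaction, all 25 °C | evaluation = percent inhibition relative to median high and low control wells | medium = HEPES buffer containing pyrophosphatase, BSA, spermine, DTT | compound = single dose, 11.9 µM final nominal, 0.9% final DMSO | detection = Kinase-Glo luminescence, ATP depletion format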
# STEP block = STEP (human) phosphatase inhibition; P54829; recombinant STEP, OMFP fluorogenic substrate, fluorescence; inhibition, % at 20 µM; 360,000 tested, 0.25% active; AID 588621;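 active means inhibition at 20 µM, scaled per plate between control wells, above about 37%, limit read from the data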;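 further: 0% = DMSO with enzyme and substrate and 100% = substrate only without enzyme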
# Target sequence (P54829 whole entry, looked up): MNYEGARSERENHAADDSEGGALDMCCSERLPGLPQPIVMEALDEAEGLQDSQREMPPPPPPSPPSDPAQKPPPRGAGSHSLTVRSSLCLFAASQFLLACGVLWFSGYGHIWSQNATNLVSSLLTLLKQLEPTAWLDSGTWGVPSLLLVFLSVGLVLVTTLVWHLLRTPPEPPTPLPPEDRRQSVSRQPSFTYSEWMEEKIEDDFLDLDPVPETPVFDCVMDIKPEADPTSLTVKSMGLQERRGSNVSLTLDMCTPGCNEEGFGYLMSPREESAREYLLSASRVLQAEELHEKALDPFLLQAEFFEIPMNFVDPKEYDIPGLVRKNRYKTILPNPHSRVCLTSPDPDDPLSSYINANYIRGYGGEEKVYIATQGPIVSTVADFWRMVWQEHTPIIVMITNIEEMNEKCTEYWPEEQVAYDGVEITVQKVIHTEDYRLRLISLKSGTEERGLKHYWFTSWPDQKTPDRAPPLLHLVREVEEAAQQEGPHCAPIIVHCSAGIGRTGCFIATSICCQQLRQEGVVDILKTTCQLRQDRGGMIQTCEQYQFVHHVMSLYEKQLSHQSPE
#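 Test system: STEP tyrosine phosphatase / Reagent: OMFP at 25 µM / Doses: 20 µM, 1% DMSO / Read-out: percent inhibition scaled to no-enzyme and uninhibited-enzyme controls, plate-pattern corrected / Detection: FITC-channel fluorescence of OMFP product / Medium: Bis-Tris buffer pH 6.0, 2.5 mM DTT, 0.005% Tween 20 / Schedule: 20 min at room temperature, dark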
# Scp-1 inhibitor = inhibitors of human Scp-1 phosphatase; Recombinant Scp1, phosphopeptide, malachite green phosphate absorbance; Q9GZU7; 340,000 tested, 0.88% active; inhibition, % at 20 µM; AID 493091;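 active means inhibition above about 50% at 20 µM, limit read from the data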;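 further: plate controls were DMSO wells with enzyme for no effect and wells lacking enzyme for full effect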
# Target sequence (Q9GZU7 76-261 limits assumed): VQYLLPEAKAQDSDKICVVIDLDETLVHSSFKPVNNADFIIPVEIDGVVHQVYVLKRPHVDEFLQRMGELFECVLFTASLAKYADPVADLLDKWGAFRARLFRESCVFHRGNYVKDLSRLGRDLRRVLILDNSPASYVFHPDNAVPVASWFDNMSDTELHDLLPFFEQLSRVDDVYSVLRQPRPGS
#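 Times: enzyme reaction 45 min at room temperature, colour 5 min, stabilisation 30 min. Material: SCP-1 catalytic fragment, aa 76-261. Medium: Acidic Tris acetate buffer with magnesium and detergent. Signal: colorimetric free-phosphate detection, absorbance 630 nm. Read-out basis: % inhibition of SCP-1 phosphate liberation. Reagent: Phosphorylated 17-residue peptide substrate.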
# NRP1-CendR mod = NRP-1/CendR interaction modulation. O14786. FAM-RPARPAR peptide binding to NRP-1, fluorescence polarization. inhibition, % at 25 µM. 360,000 tested, 0.85% active. AID 602438;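 active means inhibition or corrected inhibition above about 18%, plus a signal ratio from 0.5 to 1.5, limit read from the data, passing the limit was not always enough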; further: strong numbers were not always called active
# SKN-1 inh = blocks SKN-1 activity in C. elegans | C. elegans VP596 Pgst-4::GFP/RFP ratio, acrylamide-induced, 24 h | inhibition, % at 21.8 µM | 360,000 tested, 0.49% active | AID 624304;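 active means interference check ratio from 0.5 to 1.5 plus GFP to RFP signal ratio inhibition reaching or exceeding a fixed threshold, cut at about 30% in these data, passing the limit was not always enough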; further: some compounds called inactive have numbers as strong as hits
# NadD block = NadD (S. aureus) enzyme inhibition | inhibition, % at 20 µM | purified NadD enzyme, colorimetric absorbance read-out | 360,000 tested, 0.78% active; in the data active means inhibition above about 26%; further: some compounds past the cut are filed as inactive
# The depositor's hits bear a star; i = inactive; · = no result given; + = active, no number. Random draw from the library (roughly 4.6% active in at least one column).
entry	smiles	SUMO1-SIM PPI	DNMT1 block	LMPTP inh	Neddylation inh	TbMetRS inhib	STEP block	Scp-1 inhibitor	NRP1-CendR mod	SKN-1 inh	NadD block
1	O=C(CCN1C(=O)/C(=C\C=C\c2ccccc2)SC1=S)Nc1ccc(C(=O)O)cc1	-0.3	17.5	82.9*	i	0.6	86.7*	87.9*	-62.9	3.5	22.5
2	O=C(Nc1ccccc1C(=O)NC1CC1)c1ccccc1F	0.5	1.4	-0.6	i	0.1	1.1	-1.1	1.1	9.0	-5.0
3	O=C(NC(=S)Nc1nc(-c2cccc([N+](=O)[O-])c2)cs1)c1cc(Cl)ccc1Cl	-4.5	-0.3	0.8	i	-1.0	0.4	1.9	0.0	-7.4	30.4*
4	Cn1c(C(=O)O)cc2cc(Oc3ccccc3)ccc21	10.5	-2.5	-0.8	i	0.1	3.2	-6.2	8.1	5.0	-5.5
5	Cc1nn(-c2ccc(F)cc2)c(Cl)c1/C=C(/CC(=O)O)c1nc2ccccc2s1	-12.6	-1.1	-1.0	i	-0.1	4.8	-9.5	-11.7	0.5	6.2
6	CCOc1ccc(N2C(=O)C(Cl)=C(N3CCOCC3)C2=O)cc1	-34.3	-0.2	1.3	i	0.1	2.7	-10.2	-1.2	-2.4	-5.8
7	O=[N+]([O-])c1cccc(N=Nc2ccc(O)cc2O)c1	-36.6	-13.9	4.3	i	0.2	-0.2	-12.4	6.8	5.5	-3.5
8	O=C(NCc1ccccc1)c1ccccc1	-7.0	10.7	-0.9	i	-2.5	-2.4	-4.3	1.7	-21.3	-3.8
9	CCCCOc1ccc(N2C(N)=NC(N)=NC23CCCCC3)cc1	0.7	-0.5	-1.6	i	-0.2	-1.4	-0.6	5.1	5.3	-3.5
10	O=C(Cc1c(Sc2ccccc2)c2ccccc2n1Cc1ccccc1)NCCO	0.6	-2.2	1.1	i	-0.1	-2.7	-8.7	10.2	12.1	-3.4
11	Cn1ncc([N+](=O)[O-])c1C(=O)N/N=C/c1cccc([N+](=O)[O-])c1	-32.6	0.6	-2.3	i	-0.6	-0.6	-6.5	8.7	12.4	-0.1
12	CC(SC1=NCCS1)C(=O)Nc1nnc(-c2ccc(Br)cc2)s1 (centres undefined)	-8.3	-3.2	0.7	i	-0.3	3.4	-8.4	10.3	5.6	8.3
13	COc1ccc(-c2nc3c(Cl)cc(C(F)(F)F)cn3c2Cc2cccc(F)c2)cc1OC	-2.3	-21.0	1.2	i	-0.8	5.0	·	-0.5	1.5	-3.4
14	Nc1ncnc(N2CCc3ccccc32)c1[N+](=O)[O-]	-18.4	-1.7	1.1	i	-0.5	7.4	-14.4	-10.7	2.4	-1.2
15	N#Cc1c(Sc2ncc(C(F)(F)F)cc2Cl)nsc1C/C=N\OCc1ccccc1Br	-3.5	-12.0	-0.8	i	-0.2	0.5	-13.4	-62.7	30.9	46.2*
16	COc1ccccc1N1CCN(C(=O)c2cc3c(s2)CCCCC3)CC1	4.3	-2.3	2.2	i	0.1	0.8	-0.1	11.9	1.2	-4.9
17	CCOc1ccc(C(=O)/C=C/c2ccc(OC)c(OC)c2)cc1	-14.7	-1.2	0.1	i	-0.4	1.8	-10.6	6.0	0.7	-9.6
18	COC(=O)C(CSCc1ccccc1)NC(=O)CSc1nc(C)cc(=O)[nH]1 (centres undefined)	5.0	0.2	0.2	i	0.3	0.3	-2.5	15.2	0.8	-3.4
19	CCN(CC)CCNC(=O)c1ccc(NC(=O)c2cccc(S(=O)(=O)N3CCc4ccccc43)c2)cc1	-19.4	-6.7	-2.6	i	-0.1	0.1	3.9	-9.6	-2.9	-8.2
20	COC(=O)[C@H]1C[C@@H]1[C@H](NS(=O)(=O)c1ccc2ccccc2c1)c1ccccc1	-6.5	-2.7	0.5	i	-0.2	-0.8	-5.9	-3.2	9.7	-4.3
21	Nc1cc([N+](=O)[O-])ccc1Nc1ccc(O)cc1	-32.2	-12.4	6.1	i	-1.7	1.7	5.2	-4.6	18.8	0.6
22	Cc1ccc(S(=O)(=O)N(C)C)cc1NC(=S)N1CCc2ccccc21	-2.8	-1.7	-0.7	i	-0.6	3.1	-9.6	0.6	-0.5	1.1
23	CC(=O)c1ccc(N2CCN(S(=O)(=O)c3cccc(S(=O)(=O)N4CCOCC4)c3)CC2)cc1	-3.1	6.9	1.2	i	0.1	1.0	-12.1	10.6	17.6	-7.2
24	Nc1ccccc1-c1nc2ccccc2s1	-5.3	1.9	3.7	·	-0.1	14.6	-4.0	-10.5	19.4	-4.2
25	CCOc1ccc(N(CC(=O)Nc2ccccc2C)S(=O)(=O)c2c(C)[nH]c(=O)[nH]c2=O)cc1	7.2	0.5	-0.1	i	0.0	-2.2	-7.4	8.5	-5.1	0.2
26	CSc1cccc(CNC(=O)CC2C(=O)NCCN2CC(C)(C)C)c1 (centres undefined)	-1.5	-4.8	0.6	i	0.8	-2.4	-4.7	-4.0	15.6	7.0
27	Cn1c(N)c(C(=O)COC(=O)c2ccccc2C(=O)c2ccc(Cl)c([N+](=O)[O-])c2)c(=O)n(C)c1=O	-10.1	2.6	1.7	i	-0.2	4.4	-10.2	0.2	-11.6	9.8
28	CC(/C=C/c1ccccc1)=N\Nc1nc(C)cc(C)n1	-3.5	1.4	-1.0	i	-0.3	-4.8	-3.9	-11.0	-11.5	-5.8
29	CCOC(=O)Cc1csc(SC(C)C(=O)NCC(=O)Nc2ccc(F)c(F)c2F)n1 (centres undefined)	0.8	-1.3	-1.7	i	-0.4	0.9	1.0	-13.0	-14.5	0.3
30	CC(OC(=O)c1ccc([N+](=O)[O-])o1)C(=O)NC1CCCCC1C (centres undefined)	-27.9	23.1	0.7	i	-0.4	2.3	33.5	-28.1	5.1	4.8
31	Cc1ccccc1-n1c(SCC(=O)N2CCCC2)nnc1-c1ccccn1	-1.9	5.4	-1.2	i	-1.1	-4.7	-2.2	-6.4	-20.8	0.1
32	CN(C)CCCNC(=S)NCC(c1ccc(Cl)cc1Cl)c1c[nH]c2ccccc12 (centres undefined)	-112.5	-2.8	-6.9	i	-0.2	7.8	-7.1	7.2	-11.1	2.5
33	CN(C(=O)c1ccc(NC(=O)Cc2ccc(NC(=O)C3CCN(C(=O)CCc4ccccc4)CC3)cc2)cc1)C1CCCC1	6.0	-7.8	1.1	i	-0.7	-1.2	-16.7	-7.9	15.6	8.4
34	O=C(Nc1nnc(C2CC2)s1)c1cccs1	1.9	0.9	-1.2	i	-0.4	-0.8	1.1	25.1*	14.6	-0.1
35	CC(=O)CSc1nnc2cc(C)c3ccccc3n12	-3.5	1.7	-0.9	i	-0.2	-1.2	-1.4	12.6	7.2	-3.1
36	COc1ccc(OC)c(CN2CCN(Cc3cc(OC)c(OC)c(OC)c3)CC2)c1	1.5	-6.6	-2.1	i	-0.9	-2.4	23.4	20.4	12.8	4.4
37	O=C(O)c1cccc(NC(=S)NC(=O)c2ccc(-c3ccccc3)cc2)c1	0.7	-1.6	1.2	i	-0.1	0.4	-3.4	-1.6	-1.1	2.6
38	Cc1cccc(N2CCN(c3nc4ccccc4n4cnnc34)CC2)c1C	0.1	22.8	5.1	i	0.0	2.5	-2.8	-19.1	-4.1	11.4
39	COc1ccc(N2CCN(C(=O)CCCCn3c(=O)[nH]c4ccsc4c3=O)CC2)cc1	-2.3	2.1	3.5	i	6.7*	2.4	-5.4	3.8	7.1	4.8
40	Cc1ccc(Nc2nc(N)c(C#N)c(CC#N)c2C#N)cc1	-3.6	-1.3	-0.6	i	-0.6	-1.0	-4.6	-9.7	3.5	-1.2
41	N/C(=N\OC(=O)/C=C/c1ccccc1)c1ccccc1	-11.1	-0.8	1.8	i	0.5	-1.7	2.1	-4.5	35.6*	-2.2
42	COc1ccc(OC)c(S(=O)(=O)N2CCN(c3ncccn3)CC2)c1	3.9	1.6	0.0	i	-0.6	-1.0	5.2	14.4	1.4	-4.3
43	Cc1nnsc1C(=O)Nc1ccc(S(=O)(=O)N2CCCC(C)C2)cc1 (centres undefined)	-0.9	-0.9	0.4	i	-0.1	0.3	-6.9	2.0	5.7	1.8
44	CC(=O)NCCc1ccc(-c2csc(NC(=O)C3CC(=O)N(C4CCCC4)C3)n2)cc1 (centres undefined)	9.6	0.6	-0.7	i	-0.3	5.1	3.9	1.6	-1.8	-1.6
45	Nc1nnc(Cc2c[nH]c3ccccc23)s1	2.9	-6.5	-0.9	i	0.1	-3.9	-8.4	-11.5	10.2	-2.5
46	N#CC12COC3(CCCCC3C1(C#N)C#N)OC2=N (centres undefined)	-4.6	-0.7	-1.3	+	0.9	3.4	-1.2	-0.7	44.8	-1.9
47	CCC(=O)Nc1cc(-c2nn(C)c(=O)c3ccccc23)ccc1OC	-2.4	0.1	0.0	i	-0.2	-1.8	2.3	-12.6	6.0	-7.3
48	COc1ccc(C2=NN(c3ccc(C(=O)O)cc3)C(c3ccc(OC)c(OC)c3)C2)cc1 (centres undefined)	-12.1	-1.1	1.1	i	-1.6	-3.6	20.7	11.1	-6.5	8.1
49	Cc1ccnc(NC(=O)c2ccc(S(=O)(=O)N3CCCC3)cc2)c1	6.7	2.0	-0.2	i	-0.1	-3.4	-3.9	11.5	-4.4	-5.0
50	CC(C)Cn1c(N)c(C(=O)CSc2nc3ncc(Cl)cc3[nH]2)c(=O)n(C)c1=O	-24.3	4.1	2.9	i	-0.3	-0.7	12.8	-14.5	-6.2	2.3
51	COc1cc(NC(=O)c2ccc(C)cc2)ccc1NC(=O)c1cc2ccccc2o1	0.0	46.6	-0.3	·	-0.4	2.2	-15.4	-7.8	-4.7	-6.3
52	Cc1cnc(N)c2c(=O)oc3ccccc3c12	1.6	0.1	3.0	·	0.5	-0.4	-6.6	6.2	-13.5	-1.7
53	CN(CC(=O)Nc1c(Cl)cccc1Cl)C(=O)c1cccc(-n2cccc2)c1	17.6	68.5*	10.3	i	-0.1	1.4	83.5*	-4.0	2.4	1.3

# 3 structures already listed, sorted by number of heavy atoms, smallest number first:
entry	smiles	SUMO1-SIM PPI	DNMT1 block	LMPTP inh	Neddylation inh	TbMetRS inhib	STEP block	Scp-1 inhibitor	NRP1-CendR mod	SKN-1 inh	NadD block
41	N/C(=N\OC(=O)/C=C/c1ccccc1)c1ccccc1	-11.1	-0.8	1.8	i	0.5	-1.7	2.1	-4.5	35.6*	-2.2
32	CN(C)CCCNC(=S)NCC(c1ccc(Cl)cc1Cl)c1c[nH]c2ccccc12 (centres undefined)	-112.5	-2.8	-6.9	i	-0.2	7.8	-7.1	7.2	-11.1	2.5
36	COc1ccc(OC)c(CN2CCN(Cc3cc(OC)c(OC)c(OC)c3)CC2)c1	1.5	-6.6	-2.1	i	-0.9	-2.4	23.4	20.4	12.8	4.4
